Assay outcomes as filed in PubChem.
influenza NS1A – H1N1 influenza NS1A inhibitors, functional cell based assay (AID 504329); NS1A functional cell-based assay, percent inhibition; higher % means a stronger effect; inhibition, % at 12.5 µM; hits with a dose series show IC50 in µM; hit rate 0.3% among 340,000; in the data active means a potency from the dose series; inconclusive means inhibition above about 27% without an active follow-up result; further: strong numbers were not always called active
M. tuberculosis – growth inhibition of non-replicating M. tuberculosis (AID 488890). hit rate 0.39% among 320,000. Mycobacterium tuberculosis non-replicating, growth inhibition; higher % means a stronger effect. inhibition, % at 25 µM; hits with a dose series show IC50 in µM; in the data active means a potency from the dose series; inconclusive means inhibition mostly from about 82% at the one dose, without a potency; inactive means the rest, 99 in 100 with inhibition below about 76%;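 further: plate controls were DMSO cells for no effect and high antibiotic wells for full effect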
PhoP GFP inhibition – Inhibition of PhoP regulon, Salmonella typhi GFP reporter cells, confirmation, 4 h (AID 1850) | Salmonella Typhi PhoP-promoter GFP reporter, fluorescence, 4 h; higher % means a stronger effect | hit rate 0.33% among 310,000 | inhibition, % at 50 µM, or IC50 in µM where a hit was titrated; in the data active means a potency from the dose series; inconclusive means inhibition mostly from about 25% at the one dose, without a potency; inactive means the rest, 99 in 100 with inhibition below about 19%;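 further: 0% = induced wells with vehicle and 100% = uninduced wells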
inhibitors of VEEV – inhibitors of VEEV TC-83 cytopathic effect, confirmation, Vero cells (AID 588727). Vero cells, VEEV TC-83 cytopathic effect inhibition; higher % means a stronger effect. one-dose inhibition, % at 20 µM; IC50 in µM for titrated hits. hit rate 0.13% among 350,000; in the data active means a potency from the dose series; inconclusive means inhibition mostly from about 14% at the one dose, without a potency; inactive means the rest, 99 in 100 with inhibition below about 12%; further: strong numbers were not always called active
M. tuberculosis HTS – M. tuberculosis growth inhibition, HTS (AID 449762). M. tuberculosis H37Rv growth inhibition, 7H9 media; higher % means a stronger effect. inhibition, % at 25 µM, or IC50 in µM where a hit was titrated. hit rate 0.59% among 330,000; in the data active means a potency from the dose series; inconclusive means inhibition above about 70% without an active follow-up result;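 further: bacterial growth assessed after seven days of incubation; strong numbers were not always called active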
inhibitors of VEEV 10K pilot screen – further read-out of inhibitors of VEEV, marked with its call; inhibition, %; measured here: 10K pilot screen inhibition
* hit, by the source's call.

O=C(NC1CCCCCCC1)c1ccc(F)c(S(=O)(=O)N2CCOCC2)c1 was read as influenza NS1A -23%, M. tuberculosis -20%, inhibitors of VEEV 0.7% and M. tuberculosis HTS 1%.
COc1cc(C)ccc1OCCOCCN(C)Cc1ccccc1 was read as influenza NS1A 6%, M. tuberculosis 10%, PhoP GFP inhibition -3%, inhibitors of VEEV inactive and M. tuberculosis HTS 2%.
`CCCn1c(SCC(=O)c2cc(C)n(-c3ccc4c(c3)OCO4)c2C)n[nH]c1=O` gave influenza NS1A 1%, M. tuberculosis 4%, PhoP GFP inhibition -3%, inhibitors of VEEV 1.7% and M. tuberculosis HTS -1%.
Screening COc1cc(C(=O)Nc2cc(-c3ccccc3)[nH]n2)cc(OC)c1OC returned influenza NS1A -4%, M. tuberculosis -5%, PhoP GFP inhibition 5%, inhibitors of VEEV 1.2% and M. tuberculosis HTS -1%.
CCOC(=O)Cn1nnnc1CN(Cc1ccc(OC)cc1)Cc1cc2cc(C)ccc2[nH]c1=O was read as influenza NS1A -8%, M. tuberculosis 10%, PhoP GFP inhibition -4%, inhibitors of VEEV inactive and M. tuberculosis HTS -10%.
Screening CCC(C)NC(=O)COc1ccc(OCc2ccccc2)cc1 (stereo not given) returned influenza NS1A -8%, M. tuberculosis inconclusive, PhoP GFP inhibition -5%, inhibitors of VEEV 2.0% and M. tuberculosis HTS 0%.
COc1ccnc(Oc2ccc(F)cc2)c1C(=O)N/C=N/OCc1ccc(Cl)cc1Cl was read as influenza NS1A 5%, M. tuberculosis 6%, PhoP GFP inhibition 3%, inhibitors of VEEV 7.6% and M. tuberculosis HTS -2%.
Screening CC(C)(C)C(=O)NC(=S)Nc1cc(C(F)(F)F)ccc1N1CCOCC1 returned influenza NS1A 7%, M. tuberculosis 21%, PhoP GFP inhibition 2%, inhibitors of VEEV 4.5% and M. tuberculosis HTS 7%.
`OC(C#CCN1CCOCC1)c1cccs1` (stereo not given) gave influenza NS1A -2%, M. tuberculosis 7.5µM*, PhoP GFP inhibition -1%, inhibitors of VEEV 4.0% and M. tuberculosis HTS 1%.
`O=S(=O)(Nc1ncccn1)c1cc(Cl)ccc1Cl` gave influenza NS1A -16%, M. tuberculosis 78%, PhoP GFP inhibition 0%, inhibitors of VEEV inactive and M. tuberculosis HTS -10%.

The last five records of the part above lead into the next:
Screening CCC(C)NC(=O)COc1ccc(OCc2ccccc2)cc1 (stereo not given) returned influenza NS1A -8%, M. tuberculosis inconclusive, PhoP GFP inhibition -5%, inhibitors of VEEV 2.0% and M. tuberculosis HTS 0%.
COc1ccnc(Oc2ccc(F)cc2)c1C(=O)N/C=N/OCc1ccc(Cl)cc1Cl was read as influenza NS1A 5%, M. tuberculosis 6%, PhoP GFP inhibition 3%, inhibitors of VEEV 7.6% and M. tuberculosis HTS -2%.
Screening CC(C)(C)C(=O)NC(=S)Nc1cc(C(F)(F)F)ccc1N1CCOCC1 returned influenza NS1A 7%, M. tuberculosis 21%, PhoP GFP inhibition 2%, inhibitors of VEEV 4.5% and M. tuberculosis HTS 7%.
`OC(C#CCN1CCOCC1)c1cccs1` (stereo not given) gave influenza NS1A -2%, M. tuberculosis 7.5µM*, PhoP GFP inhibition -1%, inhibitors of VEEV 4.0% and M. tuberculosis HTS 1%.
`O=S(=O)(Nc1ncccn1)c1cc(Cl)ccc1Cl` gave influenza NS1A -16%, M. tuberculosis 78%, PhoP GFP inhibition 0%, inhibitors of VEEV inactive and M. tuberculosis HTS -10%.
For N#Cc1ccccc1Cn1c(=O)n(CCC(=O)NCc2ccco2)c(=O)c2ccccc21 the results were influenza NS1A 14%, M. tuberculosis 1%, PhoP GFP inhibition -10%, inhibitors of VEEV 0.2% and M. tuberculosis HTS 2%.
For C/C(=N\NC(N)=O)c1ccc(Cl)cc1 the results were influenza NS1A -2%, M. tuberculosis -9%, PhoP GFP inhibition -2%, inhibitors of VEEV inactive and M. tuberculosis HTS -2%.
`O=C(Nc1ccccc1)/C(=C/c1cccnc1)NC(=O)c1ccccc1` gave influenza NS1A -2%, M. tuberculosis -14%, PhoP GFP inhibition -2%, inhibitors of VEEV 0.6% and M. tuberculosis HTS 5%.
`COc1ccccc1/C=N/NC(=O)CNC(=O)c1ccc(S(=O)(=O)N(C)C)cc1` gave influenza NS1A -4%, M. tuberculosis -4%, PhoP GFP inhibition -10%, inhibitors of VEEV 0.3% and M. tuberculosis HTS -3%.
Screening Cc1noc(C)c1C(=O)OC(C)C(=O)Nc1ccc(S(=O)(=O)NC(C)C)cc1 (stereo not given) returned influenza NS1A -3%, M. tuberculosis -8%, PhoP GFP inhibition -5%, inhibitors of VEEV 0.9% and M. tuberculosis HTS -5%.
`c1ccc(CNc2nc(-c3cccnc3)nc3ccccc23)cc1` gave influenza NS1A 1%, M. tuberculosis 22%, PhoP GFP inhibition -2%, inhibitors of VEEV 8.3% and M. tuberculosis HTS 23%.
For Cc1ccc(CNC(=O)c2cc(-c3ccccc3C)n(CC3CC(c4cccc([N+](=O)[O-])c4)=NO3)n2)cc1 (stereo not given) the results were influenza NS1A -3%, M. tuberculosis 0%, PhoP GFP inhibition -11%, inhibitors of VEEV 0.9% and M. tuberculosis HTS -1%.
Screening Cn1cnc2c1c(=O)n(Cc1cccc(Cl)c1)c(=O)n2C returned influenza NS1A -5%, M. tuberculosis 9%, PhoP GFP inhibition -7%, inhibitors of VEEV 0.4% and M. tuberculosis HTS 1%.
For Cc1cc(Cl)ccc1C(=O)C1CCCN(C(=O)CCn2cncn2)C1 (stereo not given) the results were influenza NS1A 24%, M. tuberculosis -9%, PhoP GFP inhibition -8%, inhibitors of VEEV 0.2% and M. tuberculosis HTS 1%.
COc1ccccc1CNC(=O)[C@H](C)NC(=O)C1CCN(C(=O)[C@@H](N)CC(C)C)CC1 was read as influenza NS1A -1%, M. tuberculosis 14%, PhoP GFP inhibition 3%, inhibitors of VEEV 0.6% and M. tuberculosis HTS 4%.
`N#Cc1c(Nc2ccc(F)cc2)sc(C(=O)c2ccccc2)c1N` gave influenza NS1A 17%, M. tuberculosis 25%, PhoP GFP inhibition -6%, inhibitors of VEEV 1.0% and M. tuberculosis HTS 2%.
CC1CCc2nc(NC(=O)CN3CCOCC3)sc2C1 (stereo not given) was read as influenza NS1A 1%, M. tuberculosis -7%, PhoP GFP inhibition 2%, inhibitors of VEEV 0.4% and M. tuberculosis HTS 6%.
Screening COc1ccc(CNC(=O)C(c2ccncc2)N(C(=O)Cc2cccs2)c2ccccc2)cc1 (stereo not given) returned influenza NS1A -5%, PhoP GFP inhibition -5% and inhibitors of VEEV 0.1%.
For CCOC(=O)c1sc(N=Nc2c(O)[nH]c(=O)[nH]c2=O)c(C(=O)OCC)c1C the results were M. tuberculosis -4%, PhoP GFP inhibition -1% and M. tuberculosis HTS 6%.
CCN(CC)C(=O)C(=O)c1cccn1-c1cccc(Cl)c1C#N was read as influenza NS1A 4%, M. tuberculosis 2%, PhoP GFP inhibition -3%, inhibitors of VEEV 2.2% and M. tuberculosis HTS 0%.
COc1ccc(CC(C)CC(=O)Nc2ccc(OC)cc2)cc1 (stereo not given) was read as influenza NS1A -4%, M. tuberculosis 49%, PhoP GFP inhibition -2%, inhibitors of VEEV 0.7% and M. tuberculosis HTS 7%.
Screening O=C(N/N=C/c1ccc(N2CCOCC2)s1)c1ccccc1Cl returned influenza NS1A -4%, M. tuberculosis -18%, PhoP GFP inhibition -1%, inhibitors of VEEV 0.7% and M. tuberculosis HTS 1%.
`O=C(O)C1CCCN1C(=O)Nc1ccccc1` (stereo not given) gave influenza NS1A -3%, M. tuberculosis 1%, PhoP GFP inhibition 0%, inhibitors of VEEV 2.3% and M. tuberculosis HTS 7%.
For Cn1c(-c2ccc(-c3ccccc3)cc2)c[nH]c1=S the results were influenza NS1A -3%, M. tuberculosis 50%, PhoP GFP inhibition -11%, inhibitors of VEEV 3.0% and M. tuberculosis HTS 2%.
`O=C(/C=C\c1ccc2c(c1)OCO2)NC1(C(=O)Nc2ccc3c(c2)OCCO3)CCCCC1` gave influenza NS1A -2%, M. tuberculosis 12%, PhoP GFP inhibition -1%, inhibitors of VEEV inactive, M. tuberculosis HTS -2% and inhibitors of VEEV 10K pilot screen 1.9.
`O=C(Nc1ccccc1Cl)c1cc[n+](Cc2ccc([N+](=O)[O-])cc2)cc1` gave influenza NS1A 3%, M. tuberculosis 0%, PhoP GFP inhibition -10%, inhibitors of VEEV inactive and M. tuberculosis HTS -1%.
CCOc1ccc(NC(=O)CN(C)C(=O)c2ccccc2Cc2ccccc2)cc1OCC was read as influenza NS1A -1%, M. tuberculosis 35%, inhibitors of VEEV 8.6% and M. tuberculosis HTS -5%.
Screening Cc1cc2c(c(=O)n1CCN(C)C)C(c1ccc(Cl)cc1)C(C#N)=C(N)O2 (stereo not given) returned influenza NS1A 4%, M. tuberculosis 5%, PhoP GFP inhibition -13%, inhibitors of VEEV 0.3% and M. tuberculosis HTS -4%.
For Clc1ccc(CNc2cnccn2)cc1 the results were influenza NS1A 9%, M. tuberculosis 47%, PhoP GFP inhibition -1%, inhibitors of VEEV 0.6% and M. tuberculosis HTS 0%.
For O=C(NCc1ccccn1)NC1CCCCC1 the results were influenza NS1A -9%, M. tuberculosis 15%, PhoP GFP inhibition 5%, inhibitors of VEEV 1.9% and M. tuberculosis HTS 1%.
For COc1ccc(C(=O)N2c3ccc(F)cc3CCC2C)cc1OC (stereo not given) the results were influenza NS1A 8%, M. tuberculosis 4%, PhoP GFP inhibition 1%, inhibitors of VEEV 0.8% and M. tuberculosis HTS 2%.
`Oc1cccc(CN2CCOCC2)c1O` gave influenza NS1A -4% and inhibitors of VEEV 1.3%.
Screening FC(F)(F)c1nnc(-c2ccccc2)nc1Oc1ccccc1 returned influenza NS1A -1%, M. tuberculosis 19%, PhoP GFP inhibition 19%, inhibitors of VEEV 1.8% and M. tuberculosis HTS 8%.
COc1ccc(O)c(CN2CCCC(C(=O)Nc3cccc(-n4cccn4)c3)C2)c1 (stereo not given) was read as influenza NS1A 0%, M. tuberculosis 9%, PhoP GFP inhibition -6%, inhibitors of VEEV 23% and M. tuberculosis HTS -3%.
For N/C(=N\OC(=O)COc1ccccc1)c1ccccn1 the results were influenza NS1A -4%, M. tuberculosis -4%, PhoP GFP inhibition -3%, inhibitors of VEEV inactive and M. tuberculosis HTS 5%.
`CCOC(=O)NCc1ccc2c(c1)OCO2` gave influenza NS1A 0%, M. tuberculosis 72%, PhoP GFP inhibition -4%, inhibitors of VEEV 0.9% and M. tuberculosis HTS 3%.
Screening Cn1c(=O)c2c(n(Cc3ccccc3)c1=O)NC(=O)C2CC(=O)N1CCc2ccccc2C1 (stereo not given) returned influenza NS1A -4% and inhibitors of VEEV 5.8%.
Screening Cc1ccsc1/C=C(\C#N)C(=O)Nc1c(C)n(C)n(-c2ccccc2)c1=O returned influenza NS1A 15%, M. tuberculosis 3%, PhoP GFP inhibition 8%, inhibitors of VEEV 0.0% and M. tuberculosis HTS -3%.
Screening COc1ccc(-c2[nH]nc3oc(=O)cc(C)c23)cc1 returned influenza NS1A 10%, PhoP GFP inhibition -4%, inhibitors of VEEV 0.9% and M. tuberculosis HTS -2%.
Cc1ccccc1NC(=S)N(CCCN1CCC(C)CC1)Cc1ccco1 was read as influenza NS1A 0%, M. tuberculosis 11%, PhoP GFP inhibition -3%, inhibitors of VEEV 0.1%, M. tuberculosis HTS 0% and inhibitors of VEEV 10K pilot screen 0.0.
CCCCn1c(SCc2ccccn2)nc2c1c(=O)n(C)c(=O)n2C was read as influenza NS1A 7%, M. tuberculosis 5%, PhoP GFP inhibition 1%, inhibitors of VEEV 1.2% and M. tuberculosis HTS 2%.
